ERG Ets-DNA blk: ERG Ets/DNA interaction inhibition. fluorescence polarization, His-ERG Ets domain / labelled DNA. 0.028% of 370,000 active. Potency, µM (highest dose often 76.9 µM), inactives show at the highest dose FP activity, negative = inhibition, most hits filed as inhibitors; active = well fitted inhibition curve with a large enough effect in the polarisation, with a control signal flat; inconclusive = small, poorly fitted or top-dose-only effect, or effect the other way, or a change in a side signal; inactive = no such curve, though single readings can be large or run the other way; the % refers to the polarisation;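 note: polarization taken with two DNA probes labelled with fluorescein and Texas red; potency is the fitted concentration of half-maximal effect; % of control where 0% means no effect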
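His-tagged ERG Ets domain (1 uM in the protein solution; 300mM KCl, 50mM Tris-HCl, 1mM EDTA, 1mM DTT, pH 7.5) received compound, then a probe mix of 5 nM fluorescein-DNA and 100nM Texas-615-DNA. Fluorescence polarization was read for both dyes.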
12-LOX inh: blocks human arachidonate 12S-lipoxygenase | P18054 | purified 12hLO, xylenol orange hydroperoxide absorbance | Potency, µM (doses to about 108 µM), inactives show at the top dose activity change, negative = inhibition, usual class: inhibitors | 1.1% of 580,000 active | AID 1671190; note: potency is the fitted concentration of half-maximal effect; % is set by controls: 0 for no effect and ±100 for the full control effect
Target sequence (P18054 whole entry, looked up): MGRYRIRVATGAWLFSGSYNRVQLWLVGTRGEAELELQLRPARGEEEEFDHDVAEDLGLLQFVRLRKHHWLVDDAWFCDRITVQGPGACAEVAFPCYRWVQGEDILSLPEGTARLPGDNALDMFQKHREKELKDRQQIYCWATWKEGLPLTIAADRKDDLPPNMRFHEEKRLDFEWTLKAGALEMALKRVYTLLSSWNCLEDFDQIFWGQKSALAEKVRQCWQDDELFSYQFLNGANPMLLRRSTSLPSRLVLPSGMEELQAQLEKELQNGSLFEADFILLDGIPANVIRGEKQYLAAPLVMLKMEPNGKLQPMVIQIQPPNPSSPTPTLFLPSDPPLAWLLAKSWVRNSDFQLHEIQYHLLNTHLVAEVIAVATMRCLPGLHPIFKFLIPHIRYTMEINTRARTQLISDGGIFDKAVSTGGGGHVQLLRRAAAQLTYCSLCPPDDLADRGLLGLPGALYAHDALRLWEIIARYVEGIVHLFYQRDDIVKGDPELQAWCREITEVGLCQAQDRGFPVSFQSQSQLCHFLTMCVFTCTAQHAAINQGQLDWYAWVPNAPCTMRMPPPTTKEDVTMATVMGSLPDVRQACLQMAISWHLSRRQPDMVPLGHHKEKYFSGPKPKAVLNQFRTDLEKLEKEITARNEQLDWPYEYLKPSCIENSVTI
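Purified human 12hLO (150 nM final) in 25 mM Hepes, 0.01% Triton X-100, pH 7.0 was preincubated 15 min at room temperature with compound. Then 40 uM arachidonic acid was added, 30 min. Hydroperoxide was read by Fe-XO absorbance ratio 573/405 nm.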
BLM helicase inh: inhibitors of human Bloom syndrome helicase BLM; P54132; recombinant BLM DNA unwinding, fluorescence dequenching; Potency, µM (titrated, usually from 56.1 µM), for inactives: at the highest dose activity change, negative = inhibition, most hits filed as inhibitors; 0.2% of 350,000 active; AID 2528;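 note: potency is the fitted concentration of half-maximal effect; plate controls were vehicle for no effect and no enzyme for full effect; nearly all actives have a fitted effect of over 35% in size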
Pol beta inh: inhibitors of human DNA polymerase beta; P06746; Potency, µM (series often up to 114 µM), for inactives: top-dose activity change, negative = inhibition, actives largely listed as inhibitors; AID 485314; 1.3% of 340,000 active; Pol beta primer extension/strand displacement, fluorescence kinetic; note: potency is the fitted concentration of half-maximal effect; % is set by controls: 0 for no effect and ±100 for the full control effect
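Kinetic readout of DNA synthesis with strand displacement by Pol beta. Compound and 10 nM enzyme sit 15 min at room temperature; 50 nM substrate starts the reaction, read immediately and at 10 min.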
Apoferritin bind: binds horse apoferritin like a general anesthetic. P02791. apoferritin/1-aminoanthracene competitive binding, fluorescence. Potency, µM (doses to about 77.5 µM), without a hit: top-dose activity change, negative = displacement, actives largely listed as inhibitors. 0.074% of 350,000 active; note: potency is the fitted concentration of half-maximal effect; % is set by controls: 0 for no effect and ±100 for the full control effect; nearly all actives have a fitted effect of over 20% in size
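10 uM apoferritin + 50% sat. 1-AMA, PBS; cpd 10 min RT; Ex380/Em535 endpoint; normalized to free probe vs complex; 4-param Hill fit; propofol titration as pos. ctrl.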
APE1 inh: blocks human APE1 abasic DNA cleavage. AID 2517. 0.35% of 350,000 active. Potency, µM (series often up to 65.8 µM), inactives show top-dose activity change, negative = inhibition, actives largely listed as inhibitors. P27695. recombinant APE1, TAMRA/BHQ-2 abasic DNA cleavage fluorescence;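 note: potency is the fitted concentration of half-maximal effect; plate controls were vehicle for no effect and reference inhibitor for full effect; nearly all actives have a fitted effect of over 55% in size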
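Step 1: APE1 (0.75 nM) with compound, 15 min RT. Step 2: add 50 nM fluorophore/quencher THF duplex. Step 3: three fluorescence reads 60 s apart (525/598 nm); read 3 minus read 1 = reaction progress.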
TRHR ag: agonists of human TRH receptor | P34981 | TRHR cells, calcium flux fluo-8, FDSS agonist mode | activation, % at 2 µM | 0.18% of 360,000 active; in the data active = activation above about 30%; note: 0% is about no effect
Target sequence (P34981 whole entry, looked up): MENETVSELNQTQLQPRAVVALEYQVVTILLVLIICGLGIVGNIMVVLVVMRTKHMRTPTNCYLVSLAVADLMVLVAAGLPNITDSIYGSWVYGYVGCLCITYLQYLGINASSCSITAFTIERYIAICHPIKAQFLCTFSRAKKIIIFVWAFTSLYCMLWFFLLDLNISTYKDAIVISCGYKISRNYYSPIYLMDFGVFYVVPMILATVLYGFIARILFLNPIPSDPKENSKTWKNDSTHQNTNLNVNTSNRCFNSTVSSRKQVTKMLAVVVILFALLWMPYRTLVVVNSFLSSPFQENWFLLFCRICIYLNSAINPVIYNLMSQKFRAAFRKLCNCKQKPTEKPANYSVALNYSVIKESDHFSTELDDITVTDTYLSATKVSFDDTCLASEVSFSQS
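Steps: seed TRHR cells overnight; add fluo-8 no-wash Ca dye, RT 30 min–1.5 h; record 10 s baseline; pin-transfer compounds; monitor fluorescence 1 cycle/s for the agonist window. Calcium increases flag candidate agonists.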
POLI inh: inhibitors of human DNA polymerase iota. Potency, µM (series often up to 115 µM), for the others: at the highest dose activity, negative = inhibition, most hits filed as inhibitors. AID 588590. Pol iota fluorescent replication assay, 10 min. 1% of 390,000 active; note: potency is the fitted concentration of half-maximal effect
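Pol iota at 10 nM preincubated 15 min with compounds at room temperature; reaction started with fluorescent substrate, 50 nM final. Fluorescence read kinetically at 0 and 10 min; buffer-only wells as negative control.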
POLK inh: inhibitors of human DNA polymerase kappa. Q9UBT6. 0.53% of 400,000 active. purified Pol kappa, fluorescent DNA synthesis assay, 10 min. Potency, µM (series often up to 107 µM), for the others: top-dose activity, negative = inhibition, actives largely listed as inhibitors; note: potency is the fitted concentration of half-maximal effect; % is set by controls: 0 for no effect and ±100 for the full control effect
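Readout: fluorescence, taken kinetically at 0 and 10 min. Conditions: 10 nM Pol kappa, 15 min RT compound preincubation, 50 nM substrate final. Controls: enzyme-free buffer wells.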
The depositor's hits bear a star; u = inconclusive; x = not tested or not shown; & = joins results of further samples; [ ] = remark or other dose. Unless noted, calls come from the whole dose curve; as a rule, active = well fitted curve in the direction sought with a large enough effect; inconclusive = small, poorly fitted or top-dose-only effect, or another doubt; inactive = no such curve, though single readings can be large; an effect the other way counts as inactive or inconclusive. A portion of the library (hit frequency here may not be typical).

SMILES	ERG Ets-DNA blk	12-LOX inh	BLM helicase inh	Pol beta inh	Apoferritin bind	APE1 inh	TRHR ag	POLI inh	POLK inh
Cc1ccccc1-c1nc(CSc2nc3c(c(=O)[nH]2)CCC3)c(C)o1	-4%	15%[57.4 µM]	-9%	24%	-4%	22%	-1.1	-9%	-22%
Nc1nc2n(n1)C(=O)CC(c1ccccc1)N2 (centres undefined)	3%	-6%	-2%	-18%	-6%	3%	0.1	-9%	11%
COc1ccc(S(=O)(=O)N2CCCCC2)cc1NC(=O)CCCOc1ccccc1	-6%	0%	x	x	x	34%[activator]	0.0	-11%	-9%
CCOC(=O)C1(NC(=O)C2(NC(=O)CN3C(=O)c4ccccc4C3=O)CCCC2)CCCC1	12%	12%	x	x	x	x	x	89%[activator]	-7%
O=C(COc1ccccc1)NCC(=O)N/N=C/c1ccccc1	14%	-7%	4%	9%	-20%	1%	-0.2	19%	-4%
c1ccc(C(c2ccccc2)N2CC[C@@]3(CCCNC3)C2)cc1	x	-5%[57.4 µM]	4%	x	x	0%	x	x	5%[60.1 µM]
O=C(O)c1ccccc1Nc1ccnc(C(F)(F)F)c1	2%	-29%	-2%	-19%	16%	37%	0.7	-14%	-7%[60.1 µM]
COCc1cc(C)nc(Nc2ccccc2C)c1C#N	-5%	-20%	0%	6%	-11%	17%	-0.4	-17%	0%
CC(O)C(NC=C1C(=O)OC(C)(C)OC1=O)C(=O)O (centres undefined)	1%	13%	3%	1%	-6%	-13%	0.4	u	-14%
CCCCCCCCCCOC(=O)Cn1c(COc2ccc(Cl)cc2)[n+](C)c2ccccc21	4%	u	-20%	u	u	16%	0.4	-7%	-6%
Cn1c(N)c(C(=O)COC(=O)CSc2ccc3ccccc3c2)c(=O)n(C)c1=O	0%	-2%	-5%	-17%	-16%	-6%	0.7	-20%	-5%
COc1ccc(NC(=O)c2nnn(CC(=O)Nc3cc(C)cc(C)c3)c2N)c(OC)c1	11%	0%	-5%	u	48%[activator]	x	-1.4	u	-19%
COc1ccc(S(=O)(=O)NC(C)(C)CO)cc1-c1nnc2c3ccccc3c(C)nn12	2%	-8%	2%	1%	1%	x	-0.5	15%	5%
COc1ccc(CC(=O)N[C@@H]2c3ccccc3CC[C@@H]2OCc2ccccc2)cc1	-4%	-4%	x	x	x	-8%	x	0%	-8%
COC(=O)c1cc2oc3ccccc3c2n1Cc1nc(-c2cccc(Cl)c2)oc1C	10%	1%	-1%	54%	2%	x	-0.4	26%	8%
COCCNC(=O)CCCn1c(=O)c2cc(OC)c(OC)cc2n(CC(=O)Nc2ccccc2OC)c1=O	15%	-2%	1%	-3%	-6%	-1%	0.6	36%[activator]	-10%
O=C(COC(=O)CCCOc1ccc(Cl)cc1Cl)NCc1ccc(F)cc1	4%	-24%	-3%	-1%	u	-5%	0.7	195%[activator]	-11%
CC(CNC(=O)CCn1c(=O)c2cccn2c2ccc(F)cc21)c1ccccc1 (centres undefined)	-5%&1%	u	-3%&-5%	9%&1%	-6%&-20%	27%	0.7&-0.1	27%&15%	-2%&-11%
O=C(CSc1nnc(-c2ccc3c(c2)OCO3)o1)Nc1ncc(Cl)cc1Cl	23%	6%	-5%	2%	5%	6%	-1.7	u	-15%
CC(Oc1ccccc1)C(=O)NNC(=O)c1cccs1 (centres undefined)	-1%	-3%	-5%	-6%	-3%	-2%	-0.7	-5%	-3%
CCOC(=O)c1ccc(NC(=O)Cn2c(=O)cc(C(F)(F)F)c3c(C)nn(C)c32)cc1	-2%	-9%	-3%	-8%	-9%	x	0.5	35%[activator]	-6%
Cc1ccc(NC(=O)c2sc3ccccc3c2Cl)nc1	x	-12%	-3%	-25%	-12%	-3%	0.9	2%	-3%
O=S(=O)(NC1CCCCCCC1)c1ccc(F)cc1	-4%	u	x	x	x	x	x	16%	-14%
CC(C)OCc1ccc(C(=O)N2CCN(S(=O)(=O)c3ccc(Br)s3)CC2)cc1	1%	25%	x	x	x	-21%	0.2	13%	12%
COc1ccc(C)cc1NC(=O)C1CCCN(S(=O)(=O)c2cccnc2)C1 (centres undefined)	18%	13%	-2%	27%	-1%	2%	-0.5	-27%	-18%

Grouped by structure, the entries above with a thiophene ring, fused or not.
SMILES	ERG Ets-DNA blk	12-LOX inh	BLM helicase inh	Pol beta inh	Apoferritin bind	APE1 inh	TRHR ag	POLI inh	POLK inh
CC(Oc1ccccc1)C(=O)NNC(=O)c1cccs1 (centres undefined)	-1%	-3%	-5%	-6%	-3%	-2%	-0.7	-5%	-3%
Cc1ccc(NC(=O)c2sc3ccccc3c2Cl)nc1	x	-12%	-3%	-25%	-12%	-3%	0.9	2%	-3%
CC(C)OCc1ccc(C(=O)N2CCN(S(=O)(=O)c3ccc(Br)s3)CC2)cc1	1%	25%	x	x	x	-21%	0.2	13%	12%

Next part.
SMILES	ERG Ets-DNA blk	12-LOX inh	BLM helicase inh	Pol beta inh	Apoferritin bind	APE1 inh	TRHR ag	POLI inh	POLK inh
CCCS(=O)(=O)N1CCCC(C(=O)NC(C)c2ccc3c(c2)OCCO3)C1 (centres undefined)	3%	0%	3%	1%	-2%	1%	0.1	-4%	1%
CCc1ccccc1NC(=O)C1CCN(C(=O)N2CCOc3ccccc32)CC1	-7%	4%	1%	16%	-10%	35%	0.9	-17%	-5%
CC1C(=O)N2CCCc3cc(S(=O)(=O)N4CCN(c5ccc(F)cc5)CC4)cc1c32 (centres undefined)	-13%	-10%	-5%	u	-6%	20%	1.0	16%	-11%
COc1ccc(NC(=O)CSc2nnc(C3CCCCC3)n2N)c(OC)c1	9%	14%	1%	23%	u	18%	0.0	33%	3%
CCC1CCCCN1CCCNC(=O)c1ccc2c(c1)N(Cc1ccccc1)C(=O)c1ccccc1S2(=O)=O (centres undefined)	2%	-17%	2%	2%	-10%	x	0.8	21%	-3%
CCOc1ccc(C(C)NC(=O)Nc2ccc(F)cc2F)cc1 (centres undefined)	18%	22%	-3%	34%[activator]	-5%	13%	0.7	16%	3%
Clc1ccccc1OCCCn1ccnc1	-18%	0.35µM*	3%	37%	u	17%	-0.2	-2%	7%
Cc1cc(C)c(S(=O)(=O)c2ccccc2Cl)c(Cl)n1	x	6%	-2%	7%	-22%	0%	-0.2	x	x
Cc1sc2ncnc(OCC(=O)NC(C)C(C)C)c2c1C (centres undefined)	3%	7%	-4%	26%	-11%	6%	0.2	32%[activator]	-6%
O=C(NCc1ccc2c(c1)OCO2)c1ccc(CS(=O)(=O)c2ccc(Br)cc2)o1	2%	6%[57.4 µM]	0%	4%	10%	-7%	-0.6	4%	-13%
O=C(N/N=C/c1ccccc1O)C1(O)c2ccccc2-c2ccccc21	2%	1%	-14%	5%	2%	7%	-0.7	19%	-16%
CN(c1ccccc1)S(=O)(=O)c1ccc(C(=O)OCC(=O)N2CCOCC2)cc1	15%	0%	2%	-7%	-8%	12%	1.0	6%	0%
COc1ccc(NC(C)=O)cc1S(=O)(=O)Nc1ccc(OCc2ccccc2)cc1	-13%	24%	-12%	-10%	4%	-13%	0.3	u	-14%
COc1ccc(NC(=O)c2c(C)oc3ccc(O)c(CN4CCN(C)CC4)c23)cc1Cl	3%	u	-11%	3%	-2%	x	1.5	18%	0%
O=C(CN(C(=O)c1csnn1)c1ccc(F)c(Cl)c1)NCc1ccc(F)cc1	5%	u	0%	15%	-11%	32%	0.1	153%[activator]	-11%
O=C1N(Cc2ccc3c(c2)OCO3)c2ccccc2C1(O)c1c[nH]c2ccccc12 (centres undefined)	-19%	-17%	-10%	3%	-19%	-9%	0.3	-2%	-28%
Cc1ccc(Nc2c3c(nc4nc(-c5cccs5)nn24)CCCC3)cc1F	1%	3%	-5%	5%	-4%	x	-0.9	17%	-11%[60.1 µM]
Cc1cccc(C(=O)NNC(=O)c2ccc(NC(=O)C(C)(C)C)cc2)c1	-18%	-31%	4%	19%	-1%	37%	-0.1	-12%	-2%
C#CCNC(=O)C1=C[C@H](c2cn(C(C)=O)c3ccccc23)[C@@H](CCCO)[C@H](OCC)O1	3%	u	-3%	-1%	-2%	3%	-0.2	25%	18%
O=C(NC(=S)N(CCCCO)C1CCCCC1)c1sc2ccccc2c1Cl	x	u	2%	3%	u	2%	-0.5	10%	-8%
CC1CCN(S(=O)(=O)c2ccc3c(c2)N(CC(=O)NCc2cccnc2)C(=O)CS3)CC1	-3%	-7%	-2%	-13%	4%	-2%	-0.4	21%	1%
CC1CC(C)CN(C(=O)Cn2c(=O)c3cccn3c3cccnc32)C1 (centres undefined)	2%	-10%	0%	1%	-20%	-14%	0.3	15%	-15%
CCN(C[C@H]1N[C@@](CC)(C(=O)OC)[C@H]2C(=O)N(C)C(=O)[C@@H]12)S(=O)(=O)c1ccc(OC(F)(F)F)cc1	-13%	-17%	x	x	x	20%	x	u	-11%
Cc1ccc(CNC(=O)Cn2c(SCC(=O)Nc3ccc(F)cc3)nc3ccccc32)cc1	5%	-21%	-1%	2%	4%	x	-0.9	7%	4%[60.1 µM]
CCc1ccc(CN(C)C(=O)c2cc(COc3c(F)cccc3F)on2)cc1	-14%	9%	-11%	u	-23%	-6%	-0.3	59%[activator]	-5%
COc1ccc2nc3sc(C(=O)N4CCN(C)CC4)cc3cc2c1	11%	0%	20%	-25%	4%	3%	-0.2	-2%	-1%
O=C(CSc1cccc[n+]1[O-])Nc1ccccc1Oc1ccccc1	2%	1%	0%	21%	-3%	2%	-0.7	21%	-3%
CC(=O)Nc1ccc(NC(=O)CCc2c(C)nc3c(c(C)nn3-c3ccc(C)cc3)c2C)cc1	-4%	u	-3%	39%	u	x	-2.0	30%[activator]	0%
CCc1ccc(Nc2cc(C(=O)NCCCN(C)c3ccccc3)c3ccccc3n2)cc1	0%	-17%	0%	-2%	48%[activator]	x	0.3	-8%	-12%[60.1 µM]
